hIAP activ: human IAP activators, primary screen, biochemical, luminescence, uHTS; Intestinal-type alkaline phosphatase (Homo sapiens), P09923; purified human IAP, CDP-Star luminescence, 30 min; hits give high values; 1 = vehicle-only enzyme, 0 = enzyme-free background; activation factor at 10 µM; 330,000 compounds, 0.16% hits; AID 2524, 2010;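 active = activation factor of the enzyme at least 2-fold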; note: the source names both 10 and 20 µM as test concentration; values of inactives mirror those of a sister screen read the other way
Target sequence (P09923 whole entry, looked up): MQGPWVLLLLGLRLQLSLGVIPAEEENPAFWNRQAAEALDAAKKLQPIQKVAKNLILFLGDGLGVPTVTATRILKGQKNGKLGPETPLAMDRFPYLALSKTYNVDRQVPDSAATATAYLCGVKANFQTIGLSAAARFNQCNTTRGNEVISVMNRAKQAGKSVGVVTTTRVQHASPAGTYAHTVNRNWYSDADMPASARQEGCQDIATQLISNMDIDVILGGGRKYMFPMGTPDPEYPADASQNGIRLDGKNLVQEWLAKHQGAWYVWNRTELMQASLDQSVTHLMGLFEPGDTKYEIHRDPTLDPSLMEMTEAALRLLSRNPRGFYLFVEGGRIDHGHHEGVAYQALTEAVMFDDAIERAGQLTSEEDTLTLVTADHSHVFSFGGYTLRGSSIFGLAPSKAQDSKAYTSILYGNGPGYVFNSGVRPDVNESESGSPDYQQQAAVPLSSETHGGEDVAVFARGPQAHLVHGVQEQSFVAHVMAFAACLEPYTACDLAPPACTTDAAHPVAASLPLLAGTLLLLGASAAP
NR3A LBD binder: binders of NR3A ligand-binding domain, primary screen, biophysical, differential scanning fluorimetry, uHTS; Tm shift relative to glycine control, % at 25 µM; NR3A LBD differential scanning fluorimetry, Tm shift; 0% = protein alone, 100% = glycine-bound protein; 340,000 compounds, 2.5% hits; Glutamate receptor ionotropic, NMDA 3A (GRIN3A) ligand-binding domain;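 active = melting temperature shift of at least 10% of the positive control shift, at one fixed dose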
beta cell repl: inducers of MIN6 beta-cell proliferation, primary screen, ATP luminescence, uHTS | MIN6 cells proliferation, ATPlite luminescence, 48 h; cells starved in 0.2% serum; 100% = growth in 10% serum | proliferation, % at 10 µM | 330,000 compounds, 0.29% hits;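 active = compounds whose signal lies at least 3.5 SD above the mean of all wells on their plate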;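 note: 0% = DMSO-treated cells in low-serum medium and 100% = 10% serum control; some compounds called inactive have numbers as strong as hits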
hIAP inh: human IAP inhibitors, primary screen, biochemical, luminescence, uHTS; Intestinal-type alkaline phosphatase (Homo sapiens), P09923; purified IAP, CDP-Star luminescence, 30 min; inhibition, % at 10 µM; 330,000 compounds, 0.12% hits;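 active = inhibition reaching a set limit with compound at 10 µM in the primary screen, cut at about 35% in these data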;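 note: plate controls were DMSO wells with enzyme for no effect and no-enzyme buffer wells for full effect; values of inactives mirror those of a sister screen read the other way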
APOBEC3A inh: APOBEC3A ssDNA deaminase inhibitors, primary screen, selectivity assay for APOBEC3G inhibitor project, biochemical, FAM/TAMRA oligo cleavage fluorescence | inhibition, % at 20 µM | AID 493011, 2011 | 330,000 compounds, 0.41% hits | recombinant A3A, FAM/TAMRA ssDNA deamination fluorescence | DNA dC->dU-editing enzyme APOBEC-3A (Homo sapiens), P31941;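 active = at least 40% inhibition at 20 µM here, with at most 30% in a related deaminase screen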;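 note: plate controls were A3A with DMSO for no effect and wells lacking A3A enzyme for full effect; some results filed as inactive read as strong as hits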
Target sequence (P31941 whole entry, looked up): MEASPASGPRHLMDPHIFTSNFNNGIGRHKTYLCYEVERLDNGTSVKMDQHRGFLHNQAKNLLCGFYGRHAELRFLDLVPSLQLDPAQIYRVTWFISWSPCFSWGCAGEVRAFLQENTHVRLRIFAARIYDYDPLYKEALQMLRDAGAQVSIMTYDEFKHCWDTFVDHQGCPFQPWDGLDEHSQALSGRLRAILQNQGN
mIAP activ: activators of mouse IAP, primary screen, biochemical, luminescence, uHTS | intestinal alkaline phosphatase [Mus musculus] | muIAP, CDP-Star luminescence, 30 min; hits give high values; 1 = vehicle-only enzyme signal, 0 = enzyme-free wells | activation factor at 10 µM | 330,000 compounds, 0.24% hits | AID 2805, 2010;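 active = activation factor of at least 2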; note: the source names both 10 and 20 µM as test concentration; values of inactives mirror those of a sister screen read the other way
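Assay system: mouse IAP enzyme; reagent: chemiluminescent substrate CDP-Star; dosing: test compounds delivered from DMSO solution; schedule: 30 min at room temperature; measured by: luminescence from enzymatic CDP-Star hydrolysis; controls: DMSO-only wells and no-enzyme negative control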
MPTP inh: mitochondrial permeability transition pore inhibitors, primary screen, biochemical, isolated mouse mitochondria, absorbance; Ca2+ swelling absorbance, 30 min; inhibition, % at 10 µM; 360,000 compounds, 1.4% hits;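 active = inhibition of 50% or more, scaled per plate between neutral and stimulator controls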;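 note: 0% = DMSO wells given calcium and 100% = 1 mM EGTA wells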
mIAP block: inhibitors of mouse IAP, primary screen, biochemical, luminescence, uHTS; intestinal alkaline phosphatase [Mus musculus]; purified mouse IAP, CDP-Star luminescence, 30 min; inhibition, % at 10 µM; 330,000 compounds, 0.2% hits;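 active = inhibition of at least 40% at 10 µM in the primary screen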;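 note: plate controls were DMSO with enzyme for no effect and no enzyme wells for full effect; values of inactives mirror those of a sister screen read the other way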
A3G deaminase: APOBEC3G DNA deaminase inhibitors, primary screen, biochemical, fluorescence, single-stranded DNA substrate, uHTS. 330,000 compounds, 0.28% hits. inhibition, % at 20 µM. recombinant A3G, ssDNA deamination FAM/TAMRA fluorescence. DNA dC->dU-editing enzyme APOBEC-3G (Homo sapiens), Q9HC16;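 active = inhibition of at least 40% at 20 µM, with no more than 30% in the related APOBEC3A deaminase screen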;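 note: plate controls were DMSO wells with A3G for no effect and wells lacking A3G enzyme for full effect; some compounds called inactive have numbers as strong as hits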
Numbers without * were called inactive; / = no result given.

canonical_smiles	hIAP activ	NR3A LBD binder	beta cell repl	hIAP inh	APOBEC3A inh	mIAP activ	MPTP inh	mIAP block	A3G deaminase
COc1ccccc1C(=O)N1CCN(Cc2nc3cc([N+](=O)[O-])ccc3n2C)CC1	1	-1	4	-1	1	0.95	0.2	5	-1
CCCN(CC(=O)Nc1ccccc1C)C(=O)c1ccc(-c2ccccc2)cc1	1.1	7	-2	-8	0	1.1	1.7	-13	-6
Cn1cc(Cl)c(-c2n[nH]c(=S)n2-c2ccccc2)n1	0.95	-2	0	5	-3	0.98	-0.2	2	31
COc1ccc(Cc2nnc(Cl)c3ccccc23)cc1OC	0.89	1	-1	11	1	1	0.5	-2	-2
Cc1nn(Cc2noc(C(=O)NCCCn3ccnc3)n2)c(C)c1Br	0.82	-2	3	18	2	1	-1.2	-1	-10
O=C(O)CC/C(=N\Nc1ccc([N+](=O)[O-])cc1)c1ccccc1	1	-2	-2	-4	0	0.92	11	8	-5
COc1ccc2c(c1)CCCN2S(=O)(=O)c1ccc(Cl)cc1	1	1	-5	0	4	0.91	1.7	9	0
O=[N+]([O-])c1cc(-c2csc(NCCc3nc4cc(Cl)c(Cl)cc4n3CCCO)n2)ccc1Cl	0.97	-6	-8	3	-3	0.96	0.7	4	-4
COc1ccc(N=CC2=C(O)CCCC2=O)cc1	1	2	-4	-2	-2	0.99	-2.3	1	-4
CCn1ncc(NC(=S)Nc2ccc3c(c2)OCO3)c1C(N)=O	1.1	-1	3	-7	-5	0.97	1.2	3	2
CC(CN1CCCCC1)OC(=O)COc1ccc(Cl)cc1 (stereo unspecified)	0.98	3	-2	2	-7	1.2	-0.2	-16	-6
COc1cccc(NC(=S)N2CCN(S(=O)(=O)c3ccc(F)cc3)CC2)c1	1.3	0	-3	-35	-2	0.93	0.6	7	-6
CC(NC(=O)c1ccc2ccccc2n1)c1ccc(S(N)(=O)=O)cc1 (stereo unspecified)	1	-2	-1	-2	2	0.96	-0.3	4	9
Cc1cccc(NC(=O)CCC(=O)N/N=C/c2cc([N+](=O)[O-])ccc2O)c1	1.3	-7	0	-35	-1	0.68	2.4	32	-8
O=C(NCCCO)/C(=C\c1ccco1)NC(=O)c1ccco1	0.86	-1	-1	14	1	0.94	1.2	6	-8
COc1ccc(S(=O)(=O)Cc2ccc(C(=O)NCCCN3CCc4ccccc4C3)o2)cc1	0.98	-2	1	2	2	0.87	-0.8	13	7
O=C(CSCc1ccc(Br)cc1)NCc1ccccn1	0.97	-1	-5	3	7	0.99	0.1	1	-16
Cc1nnc(NC(=O)C2CCCO2)s1 (stereo unspecified)	1	-6	0	-3	0	1.1	-0.5	-7	1
O=C(CC(=O)NN=C1CCCCCC1)NCc1cccnc1	1.1	2	-4	-10	-3	1.1	-3.8	-8	-5
N#C/C(=C/c1ccc(N2CCCC2)c([N+](=O)[O-])c1)c1nc2ccccc2[nH]1	1.1	12*	-4	-6	-2	0.74	53*	26	-6
CCOC(=O)c1c(C=O)c(C)n(Cc2ccccc2)c1C	0.91	0	3	9	-2	1	1.3	-4	-3
COc1ccc(CN(CC(=O)NC2CCCC2)C(=O)CCC(=O)Nc2cc(C)on2)cc1	0.99	0	-1	1	1	0.96	-4.4	4	3
O=C(CSc1ccc(-c2ccco2)nn1)NCc1ccc(Cl)cc1	0.93	0	0	8	0	0.96	2.0	4	-4
COc1cc(-c2ccc(NC(C)=O)c(OC)c2)ccc1NC(C)=O	0.83	-1	-3	17	-2	1	-0.1	-4	-7
O=C(CCc1ccc(F)c(F)c1)NC1CCCN(Cc2ccc(Cl)cc2)C1 (stereo unspecified)	1.2	-2	-3	-21	-2	0.8	1.9	20	-1
Cc1ccc(NC(=S)NC2CCN(Cc3ccccc3)CC2)cc1C	1.1	4	-3	-5	-9	1.4	1.4	-43	-6
CS(=O)(=O)c1ccc(NC(=O)CCCc2nc3ccccc3c(=O)[nH]2)cc1	1.1	0	-2	-15	10	1	2.6	-1	-2
COC(=O)c1c(N2C(=O)[C@H]3[C@@H](C2=O)[C@]2(C(=O)Nc4ccccc42)N2CCC[C@@H]32)sc(C)c1C	1.1	/	-1	-7	-1	1	/	-3	-7
CC(=O)c1ccc(OCCCC(=O)NCC(c2ccco2)N(C)C)cc1 (stereo unspecified)	1.1	-1	-2	-9	0	0.98	1.1	2	-9
CN(C)c1nc(Cl)nc(NCCOc2ccccc2)n1	1.1	4	0	-11	3	0.92	-0.2	8	1

Reformatted with values under each structure: part of the list above.
Order of values: hIAP activ	NR3A LBD binder	beta cell repl	hIAP inh	APOBEC3A inh	mIAP activ	MPTP inh	mIAP block	A3G deaminase
> N#C/C(=C/c1ccc(N2CCCC2)c([N+](=O)[O-])c1)c1nc2ccccc2[nH]1
    1.1	12*	-4	-6	-2	0.74	53*	26	-6
> COc1ccc2c(c1)CCCN2S(=O)(=O)c1ccc(Cl)cc1
    1	1	-5	0	4	0.91	1.7	9	0

New compounds follow
canonical_smiles	hIAP activ	NR3A LBD binder	beta cell repl	hIAP inh	APOBEC3A inh	mIAP activ	MPTP inh	mIAP block	A3G deaminase
CCC(C)Sc1nc2c(c(=O)[nH]c(=O)n2C)n1Cc1ccc(Cl)cc1 (stereo unspecified)	0.94	2	-3	6	4	1.1	1.0	-5	6
Nc1c(C(=O)NCc2ccco2)nnn1-c1ccccc1	1	-1	-2	-4	0	0.98	0.7	2	0
Cc1ccc(NCCC(=O)c2cccc([N+](=O)[O-])c2)c(C)c1	1	-7	-5	-1	-3	0.98	-0.4	2	2
CCOc1ccccc1NC(=O)COc1ccc2c(c1)OCO2	0.87	3	-2	13	1	0.97	0.6	3	-4
CCOc1ccccc1NC(=S)NC1CCCCC1	0.95	0	-2	5	-4	0.91	0.4	9	-8
Cc1cccc(OC(C)C(=O)N2CCCc3ccccc32)c1 (stereo unspecified)	1.1	2	-1	-6	-3	0.98	10	2	-2
Cc1cc(NC(=O)CCC(=O)N(CC(=O)NCC2CCCO2)c2cccc(C)c2C)no1 (stereo unspecified)	0.9	-1	3	10	-6	0.96	-0.4	4	-8
Cc1cc(N2CCN(Cc3cn(C)nc3-c3cccc(Cl)c3)CC2)cc(C)n1	0.94	-5	-4	6	3	0.96	2.1	4	-2
COc1ccc(-c2cc(C(F)F)n3ncc(C(=O)N4CCN(C(=O)c5ccco5)CC4)c3n2)cc1	0.94	1	0	6	-3	1	0.4	-2	-8
COc1ccc(OC)c(NC(=S)NCCSc2ccc(C)cc2)c1	0.98	-3	0	2	3	1.6	17	-62	1
FC(F)(F)c1cc(-c2ccco2)nc(NCc2ccc(Cl)cc2)n1	0.87	-3	-5	13	-1	0.93	9.3	7	-5
Cc1ccc(C2CN(c3ccccc3)CC2C(=O)c2ccc(F)cc2)cc1 (stereo unspecified)	1.2	3	-1	-16	-1	0.9	4.7	10	-2
O=C(OCC(=O)N1CCCc2ccccc21)c1cccc(C(F)(F)F)c1	0.84	7	-2	16	0	1.1	0.0	-6	3
COc1ccc(Cl)cc1NC(=O)Nc1ccc(Br)cn1	1	1	0	-2	0	1	-0.9	-4	-5
CCOc1ccc(CCNC(=O)C2CCCN(S(=O)(=O)N3CC(C)CC(C)C3)C2)cc1OCC (stereo unspecified)	1.1	-6	5	-11	-5	0.99	4.4	1	-9
COc1cccc(Cl)c1NC(=O)N1CCN(c2ccnc3cc(Cl)ccc23)CC1	1.8	1	-6	-77	-5	1.1	20	-8	-5
COc1ccccc1NC(=O)CN1CCN(C2c3ccccc3-c3ccccc32)CC1	1.1	2	-3	-10	-1	1.1	0.5	-9	-2
Cc1ccc(CNC(=O)c2ccc(COc3ccccc3)cc2)cc1	1	1	0	-1	1	1	0.2	-1	-5
COc1cc([N+](=O)[O-])ccc1NC(=O)COC(=O)C1=NN(c2ccccc2)C(=O)CC1	1.1	-1	0	-8	-1	1	-0.7	0	-5
O=C(Cn1c(=O)oc2ccccc21)Nc1ccc(F)c(F)c1	0.94	0	-3	6	-4	0.97	-1.3	3	-8
CCN1C(=O)/C(=C\N(C)C)S/C1=N\S(=O)(=O)c1ccc(C)cc1	0.94	2	-2	6	0	0.99	0.1	1	-3
O=C(OCc1ccc([N+](=O)[O-])cc1)C1CC(=O)N(Cc2ccccc2Cl)C1 (stereo unspecified)	1.1	-2	-3	-8	5	1.1	-0.2	-7	5
Cc1cccc(C)c1OCc1cc(C(=O)N2CCC[C@H]2C(N)=O)no1	1	0	-4	-4	0	1	0.3	-3	-6
COc1ccc(C(=O)N(C)Cc2ccccc2)cc1Br	1.1	/	-1	-10	-8	1	/	-4	-14
NC(=O)[C@@H]1CCCN1Cc1nc(Cc2ccccc2Cl)no1	1	-1	-2	-2	5	0.99	0.1	1	-2
Cc1nc2nc(SCc3nc4ccccc4[nH]3)[nH]c2cc1Br	0.9	-14	9	10	-3	0.88	14	12	-6
O=C(OCC(=O)N1c2ccccc2Sc2ccccc21)c1ccc[n+]([O-])c1	0.9	-1	-3	10	-4	1.1	-1.7	-14	-3
Cc1noc(C)c1-c1nnc(-c2ccc(OC(F)(F)F)cc2)o1	0.92	-1	-5	8	-4	1.1	2.8	-9	-9
Cc1ccc(OCC(=O)Nc2cc(NC(=O)COc3ccc(C)c(C)c3)cc(C(=O)O)c2)cc1C	1	-11	-3	-1	0	0.95	2.5	5	-4
Cc1cccc(NS(=O)(=O)c2cc(C(=O)N3CCN(C)CC3)ccc2C)c1	0.93	1	0	7	4	0.98	-0.4	2	-2
Cc1ccc(S(=O)(=O)NCCC(=O)NCc2cccnc2)cc1	1.1	2	-2	-8	-2	0.94	-2.4	6	-6
COc1cccc(C(=O)COc2ccc3c(C)cc(=O)oc3c2)c1	1	0	1	-1	-3	0.96	-1.3	4	-7
O=C(CSc1nnnn1C1CCCC1)c1ccc2c(c1)OCCO2	1.6	2	-1	-57	-4	1	0.2	-4	-4
Cc1c(C(=O)NN2CCOCC2)oc2ccccc12	0.87	0	1	13	0	0.98	-1.5	2	-1
CCCCc1ccc(-c2nc(N)n[nH]2)cc1	1	0	-5	-2	-4	1	0.9	-1	-7
COCCNC(=O)CSc1nnc(-c2ccccc2)c(-c2ccccc2)n1	1	2	-1	-3	-5	1.1	-1.9	-8	-6
CC(C)(C)CC(=O)OCC(=O)Nc1cc(C(C)(C)C)nn1-c1ccccc1	0.95	0	5	5	-2	1	-2.7	-1	-3
S=C(NCC1CCCO1)N1CCN(Cc2ccccc2)CC1 (stereo unspecified)	0.99	0	-3	1	0	0.97	0.4	3	-3
CCCc1c(C(=O)OCC)[nH]c2c1C(=O)CCC2	1.1	-2	-4	-14	-1	1.1	-3.1	-12	-6

Screens from PubChem.
